# KOR beta-arrestin-1 – kappa opioid receptor activators – cell-based, luminescence, uHTS, primary screen (AID 1777); actives 0.02% (n = 280,000); one-dose activation, % at 10 µM; EC50 in µM for titrated hits; KOR beta-arrestin recruitment, luminescence; higher % means a stronger effect; in the data active = activation above about 50%, passing the limit was not always enough; note: a part of the inactive calls stands beside numbers as strong as those of hits
# HIV peptide binding – inhibitors of HIV fusion peptide binding, primary screen, biochemical, uHTS, fluorescence dequenching (AID 1986) | inhibition, % at 20 µM; hits with a dose series show IC50 in µM | cell-free peptide binding, fluorescence dequenching, 30 min; higher % means a stronger effect | actives 0.3% (n = 290,000); in the data active = inhibition mostly above about 52%, no sharp cut-off; inactive = mostly below about 76%; note: some results filed as inactive read as strong as hits
# NS5 inhibitors – Dengue-2 NS5 methyltransferase inhibitors, primary screen, biochemical, confirmation dose response (AID 588689) | actives 0.3% (n = 340,000) | inhibition, % at 25 µM, or IC50 in µM where a hit was titrated | Dengue-2 NS5 methyltransferase capping enzyme assay, biochemical; higher % means a stronger effect; in the data active = a potency from the dose series; inconclusive = inhibition above about 29% without an active follow-up result
# KOR beta-arrestin-2 – kappa opioid receptor blockers – cell-based, luminescence, uHTS (AID 1778). KOR beta-arrestin recruitment, luminescence, antagonist mode; higher % means a stronger effect. inhibition, % at 10 µM, or IC50 in µM where a hit was titrated. actives 0.091% (n = 290,000); in the data active = inhibition above about 50%; note: strong numbers were not always called active
# GPR35 antagonists – inhibition of zaprinast-stimulated GPR35 beta-arrestin translocation – imaging, U2OS, beta-arrestin-GFP, zaprinast agonist, primary screen (AID 2058); U2OS GPR35 beta-arrestin-GFP translocation imaging, zaprinast antagonism; higher % means a stronger effect; inhibition, % at 10 µM; hits with a dose series show IC50 in µM; actives 0.052% (n = 290,000);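 active = inhibition of at least 50% with at least 30 cells and total cytoplasm GFP at most 10,000,000; inconclusive = under 30 cells or total GFP of 10,000,000 plus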
# GPR55 antagonists – inhibition of LPI-stimulated GPR55 beta-arrestin translocation – imaging, U2OS, beta-arrestin-GFP, LPI agonist, primary screen (AID 2013); U2OS GPR55 beta-arrestin-GFP translocation imaging, LPI antagonism; higher % means a stronger effect; one-dose inhibition, % at 10 µM; IC50 in µM for titrated hits; actives 0.13% (n = 290,000);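 active = spots per cell inhibited over 60%, with over 100 cells counted and total cytoplasm intensity under 500,000; inconclusive = wells with under 100 cells, flagged as likely toxic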;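 note: U2OS cells stably carrying GPR55 and arrestin-GFP stimulated by 5 µM LPI near EC80; imaged beta-arrestin-GFP aggregate spots per cell after agonist stimulation; plate controls were LPI-stimulated DMSO wells for no effect and DMSO wells without LPI for full effect; some results filed as inactive read as strong as hits; confirmed hits need IC50 under 10 µM and bright autofluorescent wells are also inconclusive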
# NOD1 NF-kB reporter – NOD1 signaling inhibitors, primary screen, cell-based, luminescence, uHTS (AID 1578) | NOD1-driven NF-kB luciferase reporter cells, luminescence; higher % means a stronger effect | inhibition, % at 4 µM, or EC50 in µM where a hit was titrated | actives 1% (n = 290,000); in the data active = inhibition mostly above about 36%, no sharp cut-off; inactive = mostly below about 34%;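 note: HEK-293T reporter cells stimulated with the NOD1 agonist gamma-tri-DAP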
# GPR55 beta-arrestin – selective activators of receptor GPR55 – imaging, U2OS cells, beta-arrestin-GFP redistribution, primary screen (AID 1961); U2OS GPR55 beta-arrestin-GFP redistribution imaging; higher % means a stronger effect; activation, % at 10 µM, or EC50 in µM where a hit was titrated; actives 0.048% (n = 290,000);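 active = activation above 40% with more than 50 cells counted in the well; inconclusive = wells holding fewer than 50 cells, flagged as toxic or sparse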;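 note: U2OS osteosarcoma cells stably expressing GPR55 and beta-arrestin-GFP; plate controls were DMSO negative control for no effect and LPI positive control for full effect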
# West Nile virus CPE – West Nile virus antiviral activity, cell-based, CPE readout (AID 1621); actives 0.02% (n = 290,000); West Nile virus-infected cells, CPE inhibition; higher % means a stronger effect; one-dose CPE inhibition, % at 10 µM; IC50 in µM for titrated hits; in the data active = a potency from the dose series; inconclusive = CPE inhibition mostly from about 3.7% at the one dose, without a potency; inactive = the rest, 99 in 100 with CPE inhibition below about 2.2%; note: strong numbers were not always called active
# * = called active by the depositor; ? = inconclusive; · = not tested or not shown; [ ] = remark or other dose.
SMILES,KOR beta-arrestin-1,HIV peptide binding,NS5 inhibitors,KOR beta-arrestin-2,GPR35 antagonists,GPR55 antagonists,NOD1 NF-kB reporter,GPR55 beta-arrestin,West Nile virus CPE
CCCCC(=O)Nc1ccc(C(=O)NNC(=O)c2ccco2)cc1,0.5%,-1.3%,-3%,3%,-2%,7%,4%,-0.1%,0.9%
O=C(Nc1cc(C(=O)Nc2ccccc2C(=O)O)cc(C(=O)Nc2ccccc2C(=O)O)c1)c1ccccc1,-1.1%,6.4µM*,13µM*,-6%,3%,12%,-23%,0.0%,-0.7%
O=[N+]([O-])/C=C1\CCCCCN1,4.1%,0.1%,3%,23%,-8%,2%,-10%,-0.1%,0.3%
CCOc1ccc(OCC)c(-c2c(=O)n(OCc3ccccc3Br)c3ccccc3[n+]2[O-])c1,-3.0%,-0.1%,-3%,2%,8%,1%,15%,-0.1%,0.7%
Cc1ccc(C(=O)CSc2nnc(-c3ccc4[nH]c(C)c(C)c4c3)o2)cc1C,2.5%,-2.3%,-3%,-33%,10%,-3%,-43%,0.0%,0.3%
Cc1ccc(NC(=O)C2CCCN(S(=O)(=O)c3cccc4cccnc34)C2)cc1 (stereo unspecified),1.0%,-0.5%,-4%,14%,-2%,5%,-13%,-0.2%,0.6%
Cc1onc(-c2ccccc2)c1C(=O)N1CCN(S(=O)(=O)c2ccc3c(c2)OCCO3)CC1,-6.0%,3.2%,4%,8%,1%,-6%,-5%,0.6%,-1.0%
CC1Cn2c(nnc2-c2ccc(F)cc2)S1 (stereo unspecified),1.0%,-0.3%,-1%,-32%,-7%,0%,-2%,1.2%,0.3%
COCCN1C(=O)C(=O)/C(=C(/O)c2ccc(S(=O)(=O)N3CCOCC3)cc2)C1c1cccc(Cl)c1 (stereo unspecified),3.3%,-0.6%,1%,18%,19%,8%,4%,0.0%,0.1%
Cn1nnnc1SCC(=O)N1CCc2ccccc2C1,2.9%,1.7%,0%,-5%,17%,5%,-26%,-0.2%,-0.5%
O=C(Nc1ccncc1)Nc1ccc(F)cc1,-4.1%,-1.8%,-10%,18%,10%,4%,20%,0.6%,-0.5%
O=C(NNS(=O)(=O)c1ccc(F)cc1)c1ccc([N+](=O)[O-])cc1,1.0%,-3.8%,-8%,22%,0%,6%,-16%,0.4%,0.2%
Nc1nnnn1CC(=O)N/N=C/c1cc([N+](=O)[O-])ccc1Cl,-5.5%,-1.3%,-6%,39%,-4%,7%,-16%,-0.3%,0.0%
CC(C)C(NC(=O)c1ccc(Cl)cc1)C(=O)NC1=NCCS1 (stereo unspecified),-8.4%,-1.3%,1%,6%,11%,-2%,6%,-0.1%,-0.1%
CC(=O)Nc1ccc(C(=O)NCCc2ccccc2)cc1,4.6%,0.0%,-3%,13%,-12%,-1%,-31%,0.1%,0.5%
COc1ccc(C(=O)N2CCN(Cc3ccccn3)CC2)cc1,-0.2%,-0.3%,-11%,-14%,11%,3%,-6%,0.0%,0.0%
CCc1ccc2[nH]c3nc(SCC(=O)NNC(=O)c4ccc(C(C)(C)C)cc4)nnc3c2c1,6.9%,-3.2%,-4%,-25%,-16%,2%,-14%,0.1%,0.3%
COc1cc(SC)ccc1C(=O)Nc1nc(C)cs1,-1.3%,1.9%,-10%,-10%,-11%,9%,92%*,23%,-0.4%
Cc1ccc(S(=O)(=O)N(Cc2n[nH]c(=S)n2-c2ccccc2)c2ccccc2)cc1,1.7%,1.3%,-12%,4%,-12%,3%,2%,-0.1%,-0.2%
O=C(OCc1nnc(-c2ccccc2)o1)c1cc([N+](=O)[O-])ccc1Cl,6.7%,-1.7%,1%,7%,-3%,-3%,-42%,-0.3%,-0.5%
CCOC(=O)C1=C(C)C(c2ccc(OC)cc2OC)NC(=O)N1 (stereo unspecified),-3.9%,-2.4%,8%,8%,10%,0%,-49%,-0.5%,-0.1%
N#C/C(=N\Nc1ccccc1)C(=N)N1CCCCC1,1.6%,-0.3%,-4%,4%,8%,7%,-78%,0.3%,-0.2%
Fc1ccc(-c2nnc(-c3ccc(F)cc3)o2)cc1,-4.8%,-2.0%,-5%,29%[20 µM],2%,0%,-54%,-0.1%,-0.1%
O=C(COC(=O)c1n[nH]c2ccccc12)Nc1ccccc1,-0.3%,0.0%,-3%,-3%,1%,2%,-13%,0.6%,1.0%
CCCS(=O)(=O)N1CCCC(C(=O)c2cccc(Cl)c2)C1 (stereo unspecified),4.9%,1.3%,-8%,4%,-3%,-1%,-29%,0.5%,-0.9%
Cc1ccc2nc(NC(=O)c3ccc(-c4nc5ccccc5s4)s3)sc2c1,-0.2%,-1.7%,-3%,-10%,-6%,4%,-74%,-0.3%,·
Cc1noc(C)c1COc1cccc(C(=O)NCc2ccccc2Cl)c1,-3.0%,1.3%,-7%,-20%,-3%,-10%,-21%,-0.1%,-0.6%
CCn1c2ccccc2c2cc(NC(=O)CN3CCCC3)ccc21,13%,-0.6%,0%,-92%,-2%,0%,-35%,0.2%,-0.1%
Cc1ccc(CS(=O)Cc2ccc(C(=O)NCc3ccc4c(c3)OCO4)o2)cc1 (stereo unspecified),-5.2%,0.6%,-14%,26%,13%,9%,-17%,-0.2%,-0.5%
CCCc1cc(=O)oc2cc(OCc3ccc(OC)cc3)c(Cl)cc12,34%,-1.7%,-2%,-6%,-2%,2%,-22%,-0.2%,-0.6%
CCC(=O)Nc1ccc2c(c1)nc(CCN1CCC(C)CC1)n2C,-1.5%,0.0%,0%,-15%,-2%,4%,1%,0.0%,-0.4%
CCN(CC)c1ccc(/C=C2/C(=O)N(c3ccc([N+](=O)[O-])cc3)N=C2N2CCOCC2)cc1,1.2%,-2.5%,·,-2%,-2%,14%,-8%,-0.2%,·
Cn1cccc1/C=N/N1CCN(c2ccccn2)CC1,-1.0%,-0.2%,-4%,·,9%,6%,21%,-0.2%,-0.6%
CN1CCN(CCCNC(=O)c2cc3c(=O)oc4ccccc4c3s2)CC1,-1.1%,0.0%,-3%,-31%,-12%,6%,-18%,-0.1%,0.2%
COc1cccc(CN(C(=O)c2cccc(OC)c2)C2CCS(=O)(=O)C2)c1 (stereo unspecified),-0.4%,0.2%,-14%,13%,-3%,14%,-22%,-0.1%,-0.6%
Cc1ccc(N/C(N)=N/c2nc(CSc3nnc(C)s3)cc(=O)[nH]2)c(C)c1,-2.2%,-1.4%,-11%,-132%,-5%,-2%,-5%,0.2%,-1.3%
CCCC(=O)Nc1cccc(-c2cn3cccnc3n2)c1,-4.9%,2.8%,-4%,7%,3%,1%,-52%,-0.3%,-0.1%
Cc1ccc(N2CC(C(=O)N3CCCCC3)CC2=O)cc1C (stereo unspecified),0.4%,-0.8%,1%,18%,-10%,8%,-36%,-0.2%,-0.8%
O=C(O)CNC(=S)N(Cc1ccccc1)Cc1cccs1,3.2%,-0.5%,-13%,6%,9%,3%,-19%,-0.4%,-0.1%
COc1ccc(-n2c(=S)[nH]c3cc(C(=O)Nc4ccc(OC)c(OC)c4)ccc3c2=O)cc1,-2.2%,0.7%,-6%,18%,9%,0%,-44%,0.3%,-0.3%
CC(=O)c1ccc(S(=O)(=O)Nc2ccc(-c3cn4c(n3)SCC4)cc2)cc1,-0.4%,3.6%,2%,-22%,0%,-9%,-22%,0.0%,0.8%
CCCCCCCCN=C1NC(=O)CS1,3.6%,0.4%,-2%,-12%,-3%,11%,·,0.1%,-1.0%
CC(=O)N1c2ccccc2C(=O)OC1c1cccnc1 (stereo unspecified),-1.3%,-3.6%,-10%,-31%,7%,8%,0%,1.9%,0.0%
Cc1ccc(NC(=O)c2cc(N3C(=O)C4CCCCC4C3=O)ccc2N2CCOCC2)cc1 (stereo unspecified),5.6%,0.5%,-4%,3%[20 µM],-10%,2%,-25%,0.0%,0.2%
Clc1nc(Nc2ccccc2)nc(Nc2ccccc2)n1,2.0%,-0.1%,-1%,4%,-7%,1%,-42%,-0.2%,-1.1%
C=CCn1c(-c2cccc(OC)c2)nc2nc3ccccc3nc21,2.9%,-0.4%,-1%,1%,10%,16%,1%,-0.2%,0.3%
O=C(Nc1cc(Cl)ccc1N1CCOCC1)c1ccco1,-3.4%,2.2%,-6%,29%,3%,9%,-19%,-0.1%,-0.8%
NC(=O)c1ccc2c(c1)OCCO2,-2.4%,1.0%,-4%,-9%,-4%,-2%,-16%,0.3%,0.4%
Cc1ccc(N(C(=O)c2ccccn2)C2(C(=O)NC3CCCC3)CCCCC2)cc1,-8.6%,-2.0%,2%,24%,14%,-14%,0%,0.2%,-0.8%
COc1ccccc1-n1cnc(N)c1C(C)=O,-0.9%,-0.3%,-1%,15%,-12%,17%,2%,-0.1%,0.3%
CCn1c(SCC(=O)NCc2ccccc2)nnc1C(CO)NC(=O)c1ccccc1 (stereo unspecified),-7.0%,-1.4%,-3%,11%,-13%,21%,-39%,-0.1%,-0.3%
COCc1nnc(NC(=O)CCS(=O)(=O)c2ccccc2)s1,2.0%,-0.1%,-4%,-50%,7%,-12%,-6%,-0.1%,?
O=C(c1ccc(-c2ccccc2)cc1)N1CCN(C(=O)c2ccco2)CC1,-4.2%,-3.1%,-5%,1%,4%,-7%,16%,-0.1%,-0.2%
CC(=O)OC(C(=O)NC1CCCCC1)c1ccc(C)cc1 (stereo unspecified),3.4%,1.0%,-6%,-9%,13%,-7%,-9%,0.6%,0.4%
CCN(CCNC(=O)c1ccc(C#N)cc1)c1cccc(C)c1,-0.9%,-2.8%,-4%,-20%,-5%,12%,42%,-0.1%,-0.4%
Cc1ccc(NC(=O)Cn2nnc(-c3ccccc3NC(=O)c3cccs3)n2)cc1,0.8%,1.4%,-4%,-84%,2%,5%,-16%,-0.1%,?

# Some of the compounds tested; rates above refer to the full screens.
